Source: PubChem (several laboratories)
Vif inh – HIV Vif self-association inhibitors, primary screen, imaging, HEK293T, single point; hit rate 0.35% among 340,000; inhibition, % at 7.49 µM; AID 602346, 2012; HEK293T cells, Vif self-association by quenched fluorescence, 24 h; in the data active = inhibition above about 50%, passing the limit was not always enough; inconclusive = no clear call, values can overlap the other calls; inactive = below about 31%; note: some results filed as inactive read as strong as hits
H9c2 protect – cardioprotection against H2O2-induced cell death, primary screen, uHTS, H9c2 cells, ATPLite luminescence; protection from H2O2 cell death, % at 20 µM; hit rate 0.63% among 360,000; H9c2 cardiomyocytes, H2O2 injury protection, 2 h;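 active = compounds giving at least 50% protection of heart cells from peroxide-induced death in the single-dose screen, raw or plate-pattern-corrected value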;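 note: 0% = DMSO wells with peroxide and 100% = DMSO wells without peroxide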
aDG glyco up – activators of alpha-DG glycosylation, primary screen, uHTS, Pro5-aDG cells, AlphaScreen; alpha-DG glycosylation AlphaScreen (IIH6); 0% Pro5, 100% B10-LARGE cell signal; activation, % at 10 µM; hit rate 0.22% among 360,000;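 active = activation of at least 8% versus controls, or a plate z-score of at least 8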;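 note: Pro5 are CHO cells carrying HIG-tagged alpha-DG that lacks glycosylation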
HTR2A ag – mouse Htr2a agonists via beta-arrestin recruitment, primary screen, cell-based, luminescence | CHO-K1 mHTR2A beta-arrestin complementation; percent of 30 µM serotonin response | activation, % at 7.6 µM | hit rate 0.66% among 360,000 | AID 624169, 2012;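 active = activation above a run cutoff, the mean activation of all tested compounds plus 3 SD, cut at about 14% in these data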;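 note: 0% = plate median of compound wells and 100% = 30 µM serotonin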
N-glyco inh – increase of ERlucT glycosylation luciferase signal, primary screen, N-linked glycosylation inhibitor project, D54 ERlucT cells, luminescence, set 2; D54 ERlucT glycosylation luciferase reporter, 24 h; percent of 100 nM tunicamycin response; reporter increase, % at 12.5 µM; hit rate 0.23% among 360,000; AID 588692, 2011;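 active = mean luciferase reporter signal, scaled so untreated is 0 and the glycosylation-blocking control 100, at or above a set limit in every replicate; inconclusive = mean reaches the limit but not every replicate does; inactive = mean below the limit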;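 note: luciferase carries N-glycosylation sites so blocking glycosylation raises the light; 0% = median of neutral control wells and 100% = median of 100 nM tunicamycin wells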
MC4R antagonist – MC4R antagonists of cAMP signaling, primary screen, cell-based, TR-FRET, antagonist arm of biased-ligand search; MC4R-expressing cells, MTII-stimulated cAMP, LANCE TR-FRET; hit rate 0.48% among 360,000; inhibition, % at 6.5 µM;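 active = inhibition above its plate's cutoff, the mean of tested wells on that plate plus 3 SD, cut at about 29% in these data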;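 note: 0% = Melanotan II alone and 100% = Melanotan II plus saturating MCL0020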
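Material: human MC4R-expressing U2OS cells. Probe or stimulus: Melanotan II challenge. Dosing: 6.5 µM single dose. Times: 30-min compound, 1-h challenge, 1-h detection, room temperature. Technique: TR-FRET with Eu-cAMP and labeled anti-cAMP, 671 nm. Replication: singlicate.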
CaV13 FRET inh – Disruptors of the CACNA1D IQ motif to Ca2+-dependent inactivation inhibitor domain association, primary screening, Förster resonance energy transfer in intact living … | hit rate 0.098% among 340,000 | HEK cells, CFP/YFP FRET ICDI-IQ, plate reader, 10 min; percent FRET-ratio fall versus neutral wells | inhibition, % at 12.3 µM;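 active = mean replicate inhibition of at least 30% and at least 1% of replicates passing that level; inconclusive = only one of the two criteria is met; inactive = neither criterion is met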;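 note: 0% = median of the neutral control wells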
ABCB6 inh MLPCN – ABCB6 transporter inhibitors, primary screen, K562-ABCB6 cells, flow cytometry, MLPCN library. fluorescence ratio to DMSO, % at 10 µM. hit rate 0.19% among 360,000. AID 602162, 2011. K562-ABCB6 porphyrin accumulation, 1 h; stronger effect = lower value. ATP-binding cassette sub-family B member 6 (Homo sapiens), Q9NP58;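 active = fluorescence ratio to DMSO below 75%, the collection mean minus 3 SD; inconclusive = too few cells collected in the well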;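 note: signal is porphyrin accumulated inside mitochondria; 100% equals median channel fluorescence of DMSO control wells; lower ratio means ABCB6 inhibition with less porphyrin fluorescence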
Target sequence (Q9NP58 whole entry, looked up): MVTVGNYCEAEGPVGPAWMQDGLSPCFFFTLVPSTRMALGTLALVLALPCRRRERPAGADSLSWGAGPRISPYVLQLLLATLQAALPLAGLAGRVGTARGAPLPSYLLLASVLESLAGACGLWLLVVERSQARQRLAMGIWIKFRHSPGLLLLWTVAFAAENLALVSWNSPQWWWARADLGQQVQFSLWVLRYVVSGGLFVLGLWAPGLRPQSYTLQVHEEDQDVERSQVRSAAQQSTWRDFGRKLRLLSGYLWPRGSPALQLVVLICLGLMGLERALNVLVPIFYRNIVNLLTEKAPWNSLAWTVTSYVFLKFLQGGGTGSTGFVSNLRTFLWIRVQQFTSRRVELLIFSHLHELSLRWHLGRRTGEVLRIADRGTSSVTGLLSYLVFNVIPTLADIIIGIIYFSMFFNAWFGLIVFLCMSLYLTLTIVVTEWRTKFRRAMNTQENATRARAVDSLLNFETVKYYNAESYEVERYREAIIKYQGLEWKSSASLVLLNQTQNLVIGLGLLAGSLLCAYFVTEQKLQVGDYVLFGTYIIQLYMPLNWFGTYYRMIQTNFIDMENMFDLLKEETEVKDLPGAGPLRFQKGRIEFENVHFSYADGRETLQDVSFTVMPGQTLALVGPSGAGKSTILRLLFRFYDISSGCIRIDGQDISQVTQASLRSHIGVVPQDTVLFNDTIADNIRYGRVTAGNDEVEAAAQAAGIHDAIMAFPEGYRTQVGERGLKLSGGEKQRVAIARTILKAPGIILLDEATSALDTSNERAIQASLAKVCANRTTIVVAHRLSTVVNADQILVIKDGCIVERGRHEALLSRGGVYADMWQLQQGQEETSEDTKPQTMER
MC4R barr agon – MC4R agonists recruiting beta-arrestin, primary screen, cell-based, luminescence, agonist arm of biased-ligand search | AID 540308, 2011 | activation, % at 8.9 µM | U2OS MC4R beta-arrestin complementation; percent of melanotan II response, DMSO zero | Melanocortin receptor 4 (Homo sapiens), P32245 | hit rate 0.98% among 360,000;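 active = activation above a per-plate cutoff, the mean activation of sample wells on that plate plus 3 SD, cut at about 8% in these data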
PDI inh – inhibitors of human PDI, primary screen, biochemical, turbidity, single point, plate reader; Protein disulfide-isomerase (Homo sapiens), P07237; PDI insulin aggregation turbidity, A650, 90 min; inhibition, % at 10 µM; hit rate 0.052% among 350,000; AID 588391, 2011;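 active = mean inhibition across replicates of 30% or more, whatever share of single replicates reach that level; inconclusive = mean inhibition below 30% while every single replicate reaches 30%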;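 note: absorbance from insulin aggregation driven by PDI reduction with DTT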
Active calls of the source: *; ? = inconclusive; / = no result given.

| compound | MC4R antagonist | PDI inh | H9c2 protect | N-glyco inh | aDG glyco up | Vif inh | ABCB6 inh MLPCN | HTR2A ag | MC4R barr agon | CaV13 FRET inh |
| --- | --- | --- | --- | --- | --- | --- | --- | --- | --- | --- |
| CCN1CCCC1CNC(=O)c1ccc2c(c1)N(Cc1cccc(Cl)c1)C(=O)c1ccccc1S2(=O)=O (stereo not drawn) | 8.7 | 15.6 | 2.0 | -7.5 | 1.3 | -2.1 | 97.0 | -8.2 | -2.6 | -2.5 |
| O=C(Nc1ccccc1N1CCOCC1)C1Cc2ccccc2CN1C(=O)c1ccco1 (stereo not drawn) | 2.8 | 9.1 | 8.8 | -0.4 | -0.1 | / | 101.0 | -0.6 | -2.2 | -4.5 |
| COc1ccccc1-n1nc(C(=O)O)c2ccccc2c1=O | 6.4 | 7.2 | 8.3 | 1.7 | 0.0 | 5.3 | 101.0 | 6.9 | -0.9 | / |
| O=C1OC(CCl)CN1Cc1c(Cl)cccc1Cl (stereo not drawn) | -2.0 | -2.3 | 3.4 | -0.8 | -0.1 | ? | 100.0 | 3.4 | 1.9 | -4.8 |
| O=C(COC(=O)/C=C/c1ccco1)Nc1ncc(C(F)(F)F)cc1Cl | 0.6 | 3.6 | 0.3 | 2.0 | -0.2 | 10.6 | 98.0 | -0.7 | 2.1 | -4.6 |
| CCOc1ccc(NS(=O)(=O)c2cc(NC(=O)c3ccc(C)cc3)ccc2Cl)cc1 | -17.4 | -0.3 | -8.2 | 7.6 | 0.1 | -1.7 | 103.0 | -3.6 | -0.9 | -15.9 |
| CC(C(=O)N1CCOCC1)N1C(=O)C2C3C=CC(C4CC34)C2C1=O (stereo not drawn) | 0.2 | -1.3 | -3.7 | 2.5 | 0.3 | 9.3 | 97.0 | 2.4 | 0.0 | -32.4 |
| CCc1cc(=O)[nH]c(SCC(=O)NCC2CCCO2)n1 (stereo not drawn) | 17.0 | -3.5 | 2.4 | 2.8 | -0.5 | 6.4 | 101.0 | 0.3 | -0.9 | -6.3 |
| CC1(C)CC(=O)C(C(N)=NC(=O)c2ccccc2)=C(O)C1 | 18.2 | 2.5 | -1.8 | 1.7 | 0.7 | -13.5 | 101.0 | -0.7 | -3.1 | -1.9 |
| Cn1c(N)c(C(=O)COC(=O)[C@@H]2CCCN2S(=O)(=O)c2ccc(Cl)cc2)c(=O)n(C)c1=O | 20.6 | 2.2 | 3.2 | -0.2 | -0.1 | -3.5 | 97.0 | -2.0 | 0.0 | 0.4 |
| CC(=O)N(c1ccccc1)c1ccccc1[N+](=O)[O-] | 10.0 | -2.3 | -2.1 | -0.9 | 0.0 | 0.4 | 98.0 | -2.3 | -1.5 | -4.9 |
| COc1ccccc1CNC(=O)CN1C(=O)COc2ccc(S(=O)(=O)NC3CCCC3)cc21 | 9.2 | -5.7 | 2.4 | -0.9 | 0.1 | -1.5 | 103.0 | -4.0 | -1.1 | -5.4 |
| COc1ccc(CCNc2ccc(C(CC(N)=O)NC(=O)c3cc(C)cc(C)c3)cc2[N+](=O)[O-])cc1 (stereo not drawn) | 8.9 | -2.4 | 1.7 | 2.3 | 0.0 | -4.3 | 98.0 | -4.1 | -1.3 | -10.3 |
| Cc1cc(=O)oc2cc(OCC(=O)NC3CCCCC3)c(Cl)cc12 | 4.0 | -4.3 | 2.3 | -3.4 | 0.6 | 3.5 | 101.0 | -0.8 | 2.0 | -5.9 |
| Nc1ncnc2c1ncn2[C@@H]1O[C@H](C(=O)NCc2ccc(OC(F)(F)F)cc2)[C@@H](O)[C@H]1O | / | / | -4.5 | -0.5 | -0.3 | -5.5 | 97.0 | -4.7 | / | -6.2 |
| O=C(N1CCOCC1)N1CCN(Cc2ccccc2)CC1 | -1.1 | -4.6 | 9.3 | 2.2 | 0.0 | -3.8 | 101.0 | 0.6 | -2.3 | -6.3 |
| O=C(O)CCc1nc2cc(C(F)(F)F)ccc2n(Cc2ccccc2)c1=O | 3.2 | -1.1 | 4.0 | 1.6 | 0.0 | 9.8 | 98.0 | -10.7 | -0.8 | -3.5 |
| Cc1ccc(NC(=O)NC2CCCCC2)cc1Cl | -5.2 | 19.2 | -7.3 | -4.8 | 0.1 | / | 98.0 | -2.5 | 7.0 | -5.3 |
| O=c1cc(N2CCCCC2)c(-c2ccccc2)nn1Cc1ccc(F)cc1 | 1.8 | 1.5 | 8.0 | -6.9 | 0.4 | -11.4 | 87.0 | -3.5 | -4.1 | -2.8 |
| COc1ccc2cc3c(N)nn(C(=O)c4ccccc4[N+](=O)[O-])c3nc2c1 | 1.0 | -3.4 | 19.7 | -12.4 | 0.3 | -1.4 | 104.0 | 1.0 | -2.0 | -4.3 |
| Cc1cc(C)nc(SC2CC(=O)N(c3ccc(Br)cc3)C2=O)n1 (stereo not drawn) | 7.9 | -5.9 | -5.5 | 3.8 | 0.1 | 0.2 | 101.0 | 6.5 | 2.4 | -3.1 |
| CCOC(=O)c1c(C)[nH]c(C)c1S(=O)(=O)NC(CC)CN1CCOCC1 (stereo not drawn) | 11.4 | 1.9 | 0.4 | 2.6 | -0.2 | 0.3 | 96.0 | -4.3 | -0.9 | -5.6 |
| O=C(N/N=C/c1ccco1)c1cc(-c2ccc3ccccc3c2)n[nH]1 | 3.0 | 9.8 | -33.9 | 1.4 | 0.1 | -11.4 | 113.0 | 0.8 | 6.8 | -4.9 |
| CC(C)(C)C(=O)N1CCN(c2ncccc2C(F)(F)F)CC1 | 2.6 | 15.1 | 10.2 | 0.6 | 0.0 | ? | 99.0 | 5.3 | -2.6 | -1.9 |
| COC(=O)c1ccc(NC(=O)CNC(=O)c2sc3ccccc3c2Cl)cc1 | 0.2 | -10.9 | -2.5 | 2.5 | 0.3 | 13.8 | 103.0 | 3.4 | 0.8 | -5.3 |
| O=C1CSc2ccc(C(=O)N3CCN(c4ccccn4)CC3)cc2N1 | 1.7 | 9.2 | -1.9 | 0.3 | -0.1 | 7.8 | 80.0 | -1.4 | -2.8 | -3.7 |
| CC(OC(=O)/C=C/c1ccccc1)C(=O)Nc1cccc(C#N)c1 (stereo not drawn) | 6.3 | 0.3 | -6.6 | 1.5 | 0.1 | -9.5 | 101.0 | 2.4 | -2.1 | -2.1 |
| O=C(Nc1ccccc1N1CCOCC1)c1cccs1 | 1.9 | 4.8 | 10.8 | 0.2 | -0.1 | 5.1 | 87.0 | -1.6 | -1.7 | -2.6 |
| CCCCCCN1C[C@H](n2cc(C3CC3)nn2)[C@@H](O)C[C@@H]1c1ccccc1 | 9.5 | 6.6 | -35.6 | -5.9 | 0.4 | -2.4 | 98.0 | 5.3 | 4.9 | -8.0 |
| Cc1cccc(NC(=O)[C@H](Cc2ccccc2)NC(=O)OCc2ccccc2)c1 | 7.3 | -0.1 | -6.6 | 12.9 | 0.1 | -5.6 | 99.0 | 8.1 | 3.5 | -3.9 |
| Cc1cc(C)c(C(=O)COC(=O)CCn2c(C)csc2=O)cc1C | -0.3 | -2.6 | -2.9 | 1.1 | 0.2 | -6.1 | 101.0 | -6.3 | -1.2 | -6.8 |
| CCOc1cc(/C=C2\CCCC(C(=O)C(F)(F)F)=C2O)ccc1O | -5.8 | 3.3 | -7.5 | 18.8 | -0.5 | 8.6 | 123.0 | -3.8 | -1.2 | -4.8 |
| O=[N+]([O-])c1ccc(S(=O)(=O)NN=C2CCCCC2)cc1 | 4.5 | 2.6 | 7.3 | 1.8 | -0.1 | -19.8 | 101.0 | 3.4 | -2.2 | -5.3 |
| Cc1c(C(=O)N2CCCCC2)sc(NC(=O)C2CC2)c1C#N | 12.7 | -1.7 | 9.2 | 0.2 | -0.2 | -1.1 | 94.0 | -4.9 | 0.9 | -8.4 |
| CCCCN1CCNC[C@@H]1Cc1ccc(O)cc1 | -2.1 | -1.7 | -1.4 | 1.8 | 1.8 | / | 104.0 | 4.3 | 1.3 | -11.3 |
| O=C(CCn1cnc2ncccc2c1=O)N1CCN(c2cccc(Cl)c2)CC1 | 2.7 | 2.7 | 2.6 | 0.4 | -0.2 | 1.4 | 97.0 | 1.3 | -3.0 | -13.3 |
| Cc1ccc(-n2c(-c3ccncc3)n[nH]c2=S)c(C)c1 | -2.1 | -5.9 | -10.4 | 2.7 | 0.1 | 11.2 | 105.0 | 6.4 | -1.1 | -2.1 |
| CCC(=O)N/C(N)=N/c1nc2ccccc2o1 | -5.4 | -2.5 | -5.9 | -2.6 | 0.0 | -0.4 | 98.0 | 3.3 | -0.7 | -4.8 |
| COc1ccc(-c2[nH]c(-c3ccc(SC)cc3)nc2SCC(=O)Nc2nccs2)cc1 | -2.6 | -3.7 | 9.1 | -1.5 | 0.0 | -1.9 | 92.0 | 4.2 | -3.0 | -13.9 |
| Cc1cc(-c2cc(C(=O)Nc3ccccc3)on2)nc(NCC2CC2)n1 | -1.5 | 5.3 | -9.0 | 0.0 | 0.0 | -3.5 | 112.0 | 1.9 | -0.7 | -10.7 |
| CC(C)c1nc(SCC(=O)N2CCOCC2)c2c(=O)n(C)c(=O)n(C)c2n1 | 12.7 | / | 17.7 | -0.6 | -0.2 | -11.2 | 83.0 | 0.3 | 0.2 | -4.2 |
| O=C(O)CCC(=O)N1CCC(C(=O)c2cccc(Cl)c2)CC1 | 11.4 | 2.2 | -0.1 | 2.2 | 0.0 | / | 93.0 | -1.8 | -0.3 | -6.1 |
| O=C(C1CN(C(=O)c2cc3ccccc3o2)c2ccccc2O1)N1CCCCC1 (stereo not drawn) | -4.6 | 4.1 | -1.8 | -0.5 | 0.1 | / | 98.0 | -2.8 | -0.1 | -4.9 |
| Cc1ccc(NC(=O)CN(C)S(=O)(=O)c2ccc3c(c2)n(C)c(=O)c(=O)n3C)cc1 | -1.8 | -9.1 | 13.1 | 1.7 | 0.1 | 14.5 | 104.0 | 3.8 | -1.7 | -2.0 |
